# VLA-4 inh – inhibition in a human VLA-4 binding assay; VLA-4 expressing cells, ligand binding flow cytometry; inhibition, % (about 7 µM as worked out from the volumes in the protocol); 0.2% of 330,000 active; AID 2557; in the data active = inhibition above about 50%
# BCLXL inh – inhibitors of human Bcl-xL; Q07817; inhibition, % at 10.9 µM; 0.7% of 320,000 active; AID 2129; GST-Bcl-xL / FITC-Bim BH3 peptide fluorescence polarization;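 active = inhibition above the mean of all tested compounds plus 3 SD, cutoff set per campaign, cut at about 30% in these data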;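 also: 0% = DMSO wells and 100% = unlabeled Bim-BH3 peptide competitor; inhibitors lower millipolarization by displacing the labeled peptide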
# GRK2 inh – human GRK2 inhibition via aptamer displacement. P25098. bead flow cytometry, FAM-aptamer displacement from GRK2. inhibition of aptamer binding, % at 10 µM. 0.59% of 330,000 active. AID 488847;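 active = inhibition of aptamer binding above 40%, roughly 3 SD of noise, on plates passing a quality check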;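 also: median bead fluorescence of bound FAM aptamer so fluorescent compounds give negative values; no value below 0 was filed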
# Target sequence (P25098 whole entry, looked up): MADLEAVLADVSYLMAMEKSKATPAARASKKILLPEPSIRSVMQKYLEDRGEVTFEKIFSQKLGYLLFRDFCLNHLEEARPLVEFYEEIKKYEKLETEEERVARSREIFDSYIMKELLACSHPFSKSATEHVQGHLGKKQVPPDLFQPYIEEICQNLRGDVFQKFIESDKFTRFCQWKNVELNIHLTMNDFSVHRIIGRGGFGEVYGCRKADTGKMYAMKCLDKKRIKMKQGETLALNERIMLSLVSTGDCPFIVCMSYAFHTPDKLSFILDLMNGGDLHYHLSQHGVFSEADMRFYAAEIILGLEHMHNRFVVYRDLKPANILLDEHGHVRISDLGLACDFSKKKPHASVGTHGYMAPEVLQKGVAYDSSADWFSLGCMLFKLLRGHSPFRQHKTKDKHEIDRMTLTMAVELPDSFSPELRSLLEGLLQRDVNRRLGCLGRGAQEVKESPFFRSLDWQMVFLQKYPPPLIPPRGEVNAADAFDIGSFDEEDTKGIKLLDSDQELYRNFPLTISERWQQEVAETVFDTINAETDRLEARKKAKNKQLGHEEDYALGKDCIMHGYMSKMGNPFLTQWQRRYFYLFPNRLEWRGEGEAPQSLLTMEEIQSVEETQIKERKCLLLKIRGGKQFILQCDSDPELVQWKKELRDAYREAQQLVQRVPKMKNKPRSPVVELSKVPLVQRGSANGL
# Fam108B counter – Fam108B inhibition, counter-screen for RBBP9 inhibitors | recombinant Fam108B, FP-Rh probe fluorescence polarization | inhibition, % at 9.51 µM | 0.33% of 300,000 active | AID 1947;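 active = inhibition above the screen mean inhibition plus 3 SD, computed separately per campaign, cut at about 18% in these data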;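 also: inhibitors lower polarization as less probe binds the enzyme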
# GLD-1 TGE inh – GLD-1-TGE RNA interaction inhibition (C. elegans). Q17339. purified GLD-1 + fluorescein TGE RNA, fluorescence polarization. inhibition, % at 5.96 µM. 0.44% of 320,000 active. AID 2280;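 active = percent inhibition above a per-plate cutoff, the plate mean of test compounds plus 3 SD, cut at about 30% in these data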;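 also: 0% = DMSO wells with GLD-1 and probe and 100% = wells lacking GLD-1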
# MCL1 BIM primary – inhibitors of human MCL1 binding to BIM-BH3 peptide | 0.68% of 320,000 active | GST-MCL1 / FITC-Bim-BH3 fluorescence polarization | Q07820 | inhibition, % at 10.9 µM;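 active = inhibition above the mean inhibition of all tested compounds plus 3 SD, set per campaign, cut at about 40% in these data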;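 also: 0% = DMSO wells and 100% = unlabeled Bim-BH3 peptide control; higher means more loss of mP so more displacement of Bim peptide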
# PME-1 inh – blocks human protein phosphatase methylesterase 1 | Q9Y570 | recombinant PME-1, FP-Rh probe fluorescence polarization | inhibition, % at 5.9 µM | 0.53% of 320,000 active;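 active = inhibition above the campaign mean of all compounds plus 3 SD, cut at about 26% in these data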;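 also: competitive labeling of PME-1 active site by serine hydrolase directed probe; 0% = PME-1 with DMSO and 100% = wells lacking PME-1 enzyme; inhibitors block probe labeling so polarization falls and inhibition rises; many of its hits are not listed in these tables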
# Target sequence (Q9Y570 whole entry, looked up): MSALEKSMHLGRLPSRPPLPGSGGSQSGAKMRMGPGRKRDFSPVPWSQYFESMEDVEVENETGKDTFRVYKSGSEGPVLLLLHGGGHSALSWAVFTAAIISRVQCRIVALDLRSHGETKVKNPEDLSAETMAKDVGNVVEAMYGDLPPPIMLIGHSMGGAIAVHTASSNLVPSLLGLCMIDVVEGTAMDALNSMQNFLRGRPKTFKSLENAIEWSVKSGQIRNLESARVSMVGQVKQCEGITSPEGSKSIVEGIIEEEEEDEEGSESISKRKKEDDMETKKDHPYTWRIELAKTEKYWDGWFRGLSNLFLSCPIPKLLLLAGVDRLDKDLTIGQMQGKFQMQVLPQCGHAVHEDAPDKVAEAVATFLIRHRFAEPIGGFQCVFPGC
# Efflux pump inh – inhibitors of Candida antifungal efflux pumps expressed in yeast; inhibition, % at 10 µM; AID 485275; S. cerevisiae Candida pump triplex, Nile Red efflux; 0.44% of 330,000 active;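 active = plate passing quality check with inhibition over a set limit, or well fluorescence over plate mean plus 4 SD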;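 also: Nile Red retained in pooled yeast measured as flow cytometry median fluorescence; 0% = buffer negative control and 100% = Enniatin B positive control; higher means more Nile Red kept so more efflux inhibition; some compounds called inactive have numbers as strong as hits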
# MEX-5 binding – C. elegans MEX-5 TCR-2 RNA binding activity | MEX-5/FITC-TCR2 RNA binding, fluorescence polarization; active compounds read low | activity score (negative = inhibition of binding), % at 10 µM | 0.38% of 300,000 active | AID 1832;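 active = inhibition past about -25% in most replicates, and total fluorescence under double the plate's negative control median, limit read from the data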;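 also: 0% = DMSO and -100% = 5 µM competing unlabeled TCR2 RNA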
# An asterisk follows results filed as active; / = no result given. These rows are one share of the data; rates above refer to the full screens.
SMILES,VLA-4 inh,BCLXL inh,GRK2 inh,Fam108B counter,GLD-1 TGE inh,MCL1 BIM primary,PME-1 inh,Efflux pump inh,MEX-5 binding
COc1ccc(C(=O)N2CCCc3ccccc32)cc1OC,5,/,1,/,/,/,/,0.0,1.0
N#C/C(=C(/O)CN1CCCCC1)c1nc(-c2ccc(Cl)cc2)cs1,9,11,1,0,6,4,6,-0.3,-2.2
NC(=O)N/N=C(/CCCCCC/C(=N\NC(N)=O)c1ccccc1)c1ccccc1,6,7,0,-3,9,-2,17,-0.1,0.2
C=CCOc1ccc(/C=C2/C(=N)N3N=C(CC(=O)N4CCCC4)SC3=NC2=O)cc1OC,3,-6,2,-6,-8,-6,-3,0.1,0.6
COc1ccc(CC(=S)N2CCOCC2)cc1,-6,7,3,-2,6,8,-2,0.0,-0.1
CCCCN(C)CCCN1C(=O)C2C(C(=O)Nc3cccc(OC)c3)C3C=CC2(O3)C1C(=O)NC1CCCCC1C (stereo not given),5,5,0,-4,-6,3,4,1.0,1.0
O=c1onc(-c2cccs2)n1Cc1ccccc1,7,4,0,-3,3,14,2,-0.1,1.4
CCc1ccc2nc(NC(=O)Cn3cnc4ccccc4c3=O)sc2c1,-3,-7,1,-16,-4,-7,-13,0.0,-1.5
O=C(Nc1ccccc1)O/N=C1/CCCc2occc21,18,5,2,-1,5,4,-7,0.0,1.7
CC(=O)NC1(C(F)(F)F)C(=O)Nc2c1c(=O)[nH]c(=O)n2-c1ccccc1 (stereo not given),3,2,3,-1,2,-9,-5,-0.2,-0.8

# 3 of the entries above in order of their number in BCLXL inh, rising:
SMILES	VLA-4 inh	BCLXL inh	GRK2 inh	GLD-1 TGE inh	MCL1 BIM primary	PME-1 inh	Efflux pump inh	MEX-5 binding
O=c1onc(-c2cccs2)n1Cc1ccccc1	7	4	0	3	14	2	-0.1	1.4
O=C(Nc1ccccc1)O/N=C1/CCCc2occc21	18	5	2	5	4	-7	0.0	1.7
COc1ccc(CC(=S)N2CCOCC2)cc1	-6	7	3	6	8	-2	0.0	-0.1

# Additional records.
SMILES,VLA-4 inh,BCLXL inh,GRK2 inh,Fam108B counter,GLD-1 TGE inh,MCL1 BIM primary,PME-1 inh,Efflux pump inh,MEX-5 binding
Cc1cc(C(F)(F)F)nc(NCc2ccc(F)cc2)n1,13,1,0,-1,-1,7,0,0.0,0.8
Cc1ccccc1-n1c(SCC(=O)N2CCOCC2)nc(O)cc1=O,4,4,0,1,1,3,4,-0.1,0.7
Cc1cc(C)nc(-n2nc(C)c(Sc3ccc(F)cc3)c2N)n1,2,0,1,-1,-2,11,6,0.1,1.4
CCn1nc(C(=O)O)c(=O)c2cc3c(cc21)OCO3,-1,5,0,0,2,3,-1,-0.1,0.2
Cc1ccc(NC(=O)CN(C)Cc2ccc(F)cc2)c([N+](=O)[O-])c1,0,6,0,4,7,8,1,-0.7,-1.9
COc1ccc(CC(=O)OCC(=O)NCC2CCCO2)cc1OC (stereo not given),-1,13,4,/,0,22,3,0.0,/
Nc1cc(C(=O)N/N=C/c2cccc([N+](=O)[O-])c2)n[nH]c1=O,-2,3,0,-6,-3,-1,1,0.1,0.9
O=C(COC(=O)CCc1ccccc1)NCc1ccccc1,5,0,4,/,8,-6,9,0.1,/
N/C(=N\OC(=O)c1ccccc1Br)c1cccc([N+](=O)[O-])c1,3,5,2,1,0,2,12,0.1,-1.8
CC(=O)NCCn1c(SCc2ccccc2C)nc2ccccc2c1=O,13,1,1,1,4,5,3,0.0,0.3
CCn1c(SCC(=O)c2[nH]c(C)c(C(C)=O)c2C)nnc1-c1cccs1,6,-14,1,1,-1,-9,5,-0.1,1.0
CCOC(=O)N1CCN(C(=O)CSc2nnc(-c3ccccc3OC)o2)CC1,-2,0,1,0,4,4,0,0.2,1.2
Cc1ccc(C(=O)N/C(=C/c2ccco2)C(=O)Nc2cccc(C(=O)O)c2)cc1,11,16,1,-2,19,11,-15,0.4,-1.2
O=S(=O)(Nc1ccc2c(c1)nc1n2CCN(Cc2ccccc2)C1)c1ccccc1,-2,3,0,-2,-3,7,-2,0.1,0.0
O=C(CCCC(=O)N(c1ccc(F)cc1)C(C(=O)NC1CCCC1)c1ccc(O)cc1)Nc1ccccn1 (stereo not given),-5,2,0,-8,11,-4,-3,-0.2,0.4
O=S(=O)(c1cccc(F)c1)N1CCN(C(=S)NCC2CCCO2)CC1 (stereo not given),-1,2,/,2,-2,8,12,0.1,0.9
Cc1ccccc1CN1C(=O)[C@@H]2Cc3c([nH]c4ccccc34)C(C)(C)N2C1=O,5,-3,2,-4,6,-7,1,0.1,2.8
COC(=O)c1cc(S(=O)(=O)N2CCN(c3ccccc3OC)CC2)cn1C,22,7,2,1,-2,3,-3,-0.1,-1.6
Cc1ccc(C(=O)N2CCCC2)cc1S(=O)(=O)Nc1cccc(C)c1C,12,3,1,-3,7,1,0,0.2,0.9
Cc1nnc(SCC(=O)Nc2ccc3c(c2)OCCO3)n1N,13,-5,1,1,-1,-5,-3,0.0,0.7
CCSc1nnc(NC(=O)c2c(-c3ccccc3Cl)noc2C)s1,7,8,3,-2,5,2,-3,-0.1,-1.2
CC(=O)c1cc2c(cc1NC(=O)CN1CCCCCCC1)OCO2,3,9,1,1,2,2,-3,0.1,-1.9
O=C(OCCN1CCOCC1)c1ccc(Cl)cc1Cl,8,0,0,3,-3,3,-1,-0.1,-0.3
CCOc1ccc(NS(=O)(=O)c2ccc(C(=O)N3CC(C)OC(C)C3)cc2)cc1 (stereo not given),-1,-6,4,/,-1,-5,-1,0.1,/
COc1ccc(F)cc1C(=O)C1CCCN(C(=O)CCN2CCCCO2)C1 (stereo not given),13,9,2,3,-4,14,0,0.1,-0.4
CC(=O)N1N=C(c2ccc([N+](=O)[O-])cc2)CC1c1ccccc1Cl (stereo not given),4,9,0,-2,3,16,2,0.1,1.5
O=S(=O)(NCC(c1ccco1)N1CCN(c2ccc(F)cc2)CC1)c1ccc2c(c1)OCCO2 (stereo not given),-4,6,0,2,6,10,4,0.0,-0.5
CCN(CC(=O)Nc1ccccc1C(F)(F)F)C(=O)C1CCC1,-1,5,1,0,3,3,6,0.1,0.0
CC(=O)c1ccc(N2CCN(C(=O)c3ccc(Cn4c(=S)[nH]c5ccc(N6CCOCC6)cc5c4=O)cc3)CC2)cc1,-8,11,0,-1,9,37,-1,0.5,/
O=C(Nc1nnc(SCc2ccc(Cl)cc2)s1)c1cnccn1,0,1,5,-1,6,3,-1,-0.2,4.4
O=C(NCCC(c1ccccc1)c1ccco1)c1cccs1 (stereo not given),-10,8,3,4,1,10,-7,0.2,1.3
CN1CCCN(C(=O)CSc2ccccc2)CC1,11,2,6,0,6,5,-1,-0.1,0.3
CCCCOC(=O)/C(=C\c1ccc([N+](=O)[O-])o1)NC(=O)c1ccccc1,-1,0,0,-2,-5,-9,1,-0.1,1.1
Cc1nc2ccccc2nc1OCC(=O)Nc1ccccc1,15,4,3,1,-4,-2,5,0.0,-0.9
NC(=O)NNC(=S)Nc1cccc2ccccc12,1,-3,2,2,1,-3,4,0.0,2.2
COC(=O)C1=C(C(=O)OC)[C@@H]2N(Cc3ccccc3)c3ccccc3[C@@]23C[C@@H](C(=O)OC)N=C3N1,-6,4,0,4,3,4,5,-0.1,3.6
C=CCN(C)NC(=S)Nc1ccccc1,8,3,5,-2,-4,10,1,-0.6,-1.0
Cc1cc(S(=O)(=O)Nc2cccc(O)c2)c(C)s1,-2,1,0,-4,1,-3,2,-0.1,-1.0
C=C(C)COc1ccc(-c2ncnc(C(F)(F)F)c2-c2ccccc2)c(O)c1,6,1,2,-8,-2,1,-3,0.1,1.4
Cc1nc2ccccn2c1C(=O)N/N=C/c1ccc(F)cc1,12,5,2,-3,8,17,0,0.0,-5.1
CCOC(=O)CC1ON(C)C(=O)N1c1ccc(Cl)cc1Cl (stereo not given),-8,2,0,-2,-4,-1,-3,-0.1,-2.7
COC(=O)Cn1cnc2c(cnn2-c2ccc(C)cc2)c1=O,2,5,1,6,7,6,3,0.3,-1.1
COc1ccccc1NC(=O)CSCc1cc(=O)n2c(C)csc2n1,-4,10,4,0,-2,4,-7,0.5,0.9
Cc1cc(C)c(C#N)c(SCC(=O)NC2CC2)n1,5,7,0,2,8,6,-7,0.0,-2.2
O=C(OCc1cc(=O)n2c(n1)sc1ccccc12)c1ccc(O)cc1O,-2,-5,1,-34,1,2,-48,0.1,1.2
COc1cc(OC)cc(-c2nnc(SCC(=O)N3CCOCC3)o2)c1,3,4,0,-3,3,-1,4,-0.1,-1.3
CCOC(=O)C1(Cc2ccccc2)CCCN(S(=O)(=O)N(C)C)C1 (stereo not given),3,6,0,-1,0,6,2,0.0,-0.4
c1ccc2c3n(nc2c1)CCCO3,14,7,0,/,3,7,3,-0.3,/
CC1CCC(NC(=O)c2ccc(N3CCCC3=O)cc2)CC1 (stereo not given),6,7,0,1,5,3,0,0.0,0.3
CCC(=O)N1CCNC(=O)C1CC(=O)Nc1ccc(C)c(Cl)c1 (stereo not given),11,7,0,-2,-10,3,-1,0.1,-1.9

# The list continues:
SMILES,VLA-4 inh,BCLXL inh,GRK2 inh,Fam108B counter,GLD-1 TGE inh,MCL1 BIM primary,PME-1 inh,Efflux pump inh,MEX-5 binding
Cn1ncc(Cl)c1C(=O)N1CCN(c2ccc(F)cc2)CC1,8,1,2,-3,3,5,-1,0.2,1.0
Cc1nc2c(C#N)c(-c3ccc(Cl)cc3)ccn2n1,7,5,0,0,-6,0,2,0.0,5.1
CC(=C\c1ccccc1)/C=C1/SC(=O)N(CCCC(=O)Nc2ccc(C(=O)O)cc2)C1=O,10,2,1,-6,-7,-1,-12,0.1,-1.4
COc1ccc(CCNC(=O)C2CCN(C(=O)c3ccc(Br)cc3)CC2)cc1OC,8,2,1,0,-2,3,2,0.1,-4.3
O=C(Nc1nnc(Cc2ccc([N+](=O)[O-])cc2)s1)c1ccc2c(c1)OCO2,-4,4,0,-2,0,3,-4,-0.5,-0.1
O=C(NCCc1ccccc1)c1ccc(NC2=NC3CS(=O)(=O)CC3S2)cc1 (stereo not given),-4,0,5,-1,6,4,-5,-0.1,-2.2
O=[N+]([O-])c1cc(O)c2ncccc2c1,-9,4,0,9,-3,6,-4,0.3,-11
COc1ccc(NC(=O)CN(C)C(=O)CNC(=O)c2sc3ccccc3c2Cl)cc1,10,-2,0,/,1,-4,-2,-0.1,/
Cc1cccc(-n2ccnc2SCC(=O)N2CCCc3ccccc32)c1C,29,8,2,1,-1,0,8,0.5,0.3
Cc1[nH]c2ccc(C(=O)Nc3ccncc3)cc2c1C,5,2,0,-4,-4,-12,-1,0.0,0.1
NC(=O)CSc1nnc(NC(=O)c2cccc(S(=O)(=O)N3CCCCC3)c2)s1,9,5,4,2,2,7,-7,-0.1,-1.2
COc1ccc(CC(=O)NCc2ccco2)cc1OC,-8,4,18,2,-6,1,-2,0.0,0.8
O=C(c1ccncc1)N1CCN(S(=O)(=O)c2ccc(OC(F)(F)F)cc2)CC1,3,/,6,/,7,/,/,0.3,/
O=C(CN1CCCCC1)Nc1cc(Cl)ccc1Cl,0,0,0,-2,-3,0,2,-0.1,0.7
CC1C/C(=N/Nc2ccc([N+](=O)[O-])cc2[N+](=O)[O-])CC(C)(C)C1 (stereo not given),13,2,0,-1,1,0,7,-0.2,0.3
Cc1occc1-c1nnc(SCC(=O)N2CCCCC2C)o1 (stereo not given),16,2,0,/,5,4,1,-0.1,/
O=C1c2ccc3c4c(ccc(c24)C(=O)N1c1ccc2ccccc2c1)CC3,-5,2,0,-3,-1,2,-6,0.0,-0.8

# Screening data from PubChem BioAssay.
